# Assay outcomes (PubChem BioAssay)
# Yeast superoxide: lowers age-related superoxide in aged yeast cells | S. cerevisiae aged cells, superoxide DHE fluorescence; active compounds read low | superoxide response (% of plate mean), % at 10 µM | hit rate 0.18% among 330,000 | AID 2690;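 active means superoxide response under a set limit, about three screen SD below normal, cut at about 65% in these data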;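 further: yeast aged for seven days with compound at 30 °C before DHE staining; 100% = average MFI of all compound-treated wells on the plate with controls excluded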
# GLD-1 TGE inh: GLD-1-TGE RNA interaction inhibition (C. elegans); purified GLD-1 + fluorescein TGE RNA, fluorescence polarization; inhibition, % at 5.96 µM; hit rate 0.44% among 320,000; AID 2280;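 active means percent inhibition above a per-plate cutoff, the plate mean of test compounds plus 3 SD, cut at about 30% in these data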;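 further: 0% = DMSO wells with GLD-1 and probe and 100% = wells lacking GLD-1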
# Target sequence (Q17339 whole entry, looked up): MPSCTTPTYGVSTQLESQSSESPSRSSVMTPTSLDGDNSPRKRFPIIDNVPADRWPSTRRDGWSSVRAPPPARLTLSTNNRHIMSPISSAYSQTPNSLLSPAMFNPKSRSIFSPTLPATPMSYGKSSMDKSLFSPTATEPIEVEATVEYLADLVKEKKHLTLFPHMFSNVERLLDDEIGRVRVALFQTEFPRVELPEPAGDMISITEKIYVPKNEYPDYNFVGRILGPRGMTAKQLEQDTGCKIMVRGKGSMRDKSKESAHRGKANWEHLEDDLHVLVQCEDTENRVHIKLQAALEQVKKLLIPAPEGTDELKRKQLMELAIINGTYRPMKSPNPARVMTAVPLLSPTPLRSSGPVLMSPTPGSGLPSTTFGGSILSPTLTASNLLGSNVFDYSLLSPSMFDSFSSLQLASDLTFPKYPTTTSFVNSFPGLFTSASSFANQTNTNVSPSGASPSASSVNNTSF
# MEX-5 binding: C. elegans MEX-5 TCR-2 RNA binding activity; MEX-5/FITC-TCR2 RNA binding, fluorescence polarization; active compounds read low; activity score (negative = inhibition of binding), % at 10 µM; hit rate 0.38% among 300,000; AID 1832;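 active means inhibition past about -25% in most replicates, and total fluorescence under double the plate's negative control median, limit read from the data; inconclusive means replicates evenly split on the limit, or fluorescence at least double controls; inactive means too little inhibition in most replicates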;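 further: 0% = DMSO and -100% = 5 µM competing unlabeled TCR2 RNA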
# AGP1-GFP MLPCN: yeast TOR pathway AGP1-GFP modulation. hit rate 0.02% among 320,000. S. cerevisiae AGP1-GFP multiplex flow cytometry, 3 h; GFP as percent of DMSO wells. AID 2066. GFP response vs DMSO, % at 10 µM;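 active means GFP response relative to DMSO above a set limit, near screen average plus 3 SD, cut at about 150% in these data; inconclusive means fewer than 70 cells counted for the yeast strain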;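 further: median GFP channel fluorescence of the gated AGP1 strain per well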
# GRK2 inh: blocks RNA aptamer binding to human GRK2 | bead flow cytometry, FAM-aptamer displacement from GRK2 | hit rate 0.59% among 330,000 | AID 488847 | inhibition of aptamer binding, % at 10 µM;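 active means inhibition of aptamer binding above 40%, roughly 3 SD of noise, on plates passing a quality check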;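 further: median bead fluorescence of bound FAM aptamer so fluorescent compounds give negative values; no value below 0 was filed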
# Bcl-xL primary: inhibitors of human Bcl-xL; Q07817; GST-Bcl-xL / FITC-Bim BH3 peptide fluorescence polarization; inhibition, % at 10.9 µM; hit rate 0.7% among 320,000; AID 2129;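 active means inhibition above the mean of all tested compounds plus 3 SD, cutoff set per campaign, cut at about 30% in these data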;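 further: 0% = DMSO wells and 100% = unlabeled Bim-BH3 peptide competitor; inhibitors lower millipolarization by displacing the labeled peptide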
# Target sequence (Q07817 whole entry, looked up): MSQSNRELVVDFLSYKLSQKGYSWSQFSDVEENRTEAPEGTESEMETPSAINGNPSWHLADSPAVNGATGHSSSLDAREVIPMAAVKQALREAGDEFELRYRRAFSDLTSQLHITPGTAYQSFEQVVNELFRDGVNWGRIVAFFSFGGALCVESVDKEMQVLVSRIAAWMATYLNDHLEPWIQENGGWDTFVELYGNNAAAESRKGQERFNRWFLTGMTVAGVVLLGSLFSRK
# MCL1-BIM inh: MCL1-BIM-BH3 interaction inhibition (human); inhibition, % at 10.9 µM; GST-MCL1 / FITC-Bim-BH3 fluorescence polarization; hit rate 0.68% among 320,000; AID 2057;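 active means inhibition above the mean inhibition of all tested compounds plus 3 SD, set per campaign, cut at about 40% in these data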;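 further: 0% = DMSO wells and 100% = unlabeled Bim-BH3 peptide control; higher means more loss of mP so more displacement of Bim peptide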
# Target sequence (Q07820 whole entry, looked up): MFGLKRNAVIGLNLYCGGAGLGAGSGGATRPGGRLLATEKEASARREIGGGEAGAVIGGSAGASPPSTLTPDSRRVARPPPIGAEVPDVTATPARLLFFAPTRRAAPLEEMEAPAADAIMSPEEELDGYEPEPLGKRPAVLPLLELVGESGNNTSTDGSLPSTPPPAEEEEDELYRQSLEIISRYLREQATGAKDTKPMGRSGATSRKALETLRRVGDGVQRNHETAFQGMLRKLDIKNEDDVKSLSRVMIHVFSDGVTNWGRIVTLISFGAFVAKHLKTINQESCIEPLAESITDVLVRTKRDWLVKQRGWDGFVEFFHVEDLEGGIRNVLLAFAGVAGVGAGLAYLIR
# VLA-4 inh: inhibition in a human VLA-4 binding assay; inhibition, % (about 7 µM as worked out from the volumes in the protocol); VLA-4 expressing cells, ligand binding flow cytometry; AID 2557; hit rate 0.2% among 330,000; P13612; in the data active means inhibition above about 50%
# CIT2-GFP yeast: modulators of TOR pathway CIT2-GFP in S. cerevisiae; S. cerevisiae CIT2-GFP strain, flow cytometry, 3 h; 100 means same as DMSO wells; GFP response vs DMSO, % at 10 µM; hit rate 0.065% among 320,000; AID 2029;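 active means GFP response relative to DMSO above a set limit, near the screen mean plus 3 SD, cut at about 150% in these data; inconclusive means Fewer than 70 cells measured for a yeast strain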;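 further: ratio of well median GFP fluorescence to mean of DMSO wells on the plate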
# An asterisk follows results filed as active; ? = inconclusive; . = no result given; [ ] = remark or other dose.
SMILES,Yeast superoxide,GLD-1 TGE inh,MEX-5 binding,AGP1-GFP MLPCN,GRK2 inh,Bcl-xL primary,MCL1-BIM inh,VLA-4 inh,CIT2-GFP yeast
COc1ccc(C)cc1NC(=S)NC(C)c1ccc(OC)c(OC)c1 (stereo not given),85.0,2.9,-2.0,111.2,0.0,1.5,3.4,12.1,101.1
Cc1nn(C)cc1S(=O)(=O)Nc1ccc(C(F)(F)F)cc1,107.0,9.4,-3.4,108.4,1.0,0.4,2.6,-14.3,100.6
C=C(C)COc1ccc(-c2[nH]ncc2-c2ccc(Br)cc2)c(O)c1,76.4,5.1,.,88.1,6.0,5.2,7.7,5.4,93.2
Fc1ccccc1N1CCN(Cc2cnc(Cl)s2)CC1,90.8,-3.1,0.6,?,1.0,0.6,-0.9,7.8,93.0[may fluoresce red]
O=[N+]([O-])c1cc(CS(=O)(=O)Oc2ccc(Cl)cc2)c(O)c([N+](=O)[O-])c1,117.3,4.3,.,102.2,3.0,4.4,6.2,-2.0,100.0
COc1ccccc1N1CC(C(=O)Nc2nnc(SCC(=O)NC(C)C)s2)CC1=O (stereo not given),97.9,-2.6,?,105.9,0.0,3.9,10.0,4.0,101.5
CCn1c(C(C)NC(=O)c2cccs2)n[nH]c1=S (stereo not given),96.8,7.8,0.5,104.4,3.0,-5.5,-0.9,11.1,108.4
CCOC(=O)N1CCC(=NNC(=O)COc2ccc(C#N)cc2)CC1,80.2,-2.1,0.4,99.7,0.0,-1.9,-6.8,6.0,102.3
CCOc1ccc(S(=O)(=O)Nc2cccc(OC)c2)cc1,91.8,6.8,0.2,92.2,0.0,-5.0,4.1,7.6,95.5
O=C(Nc1ccc(S(=O)(=O)NCc2ccccc2)cc1)C1CCCCC1,94.8,0.4,1.7,95.7,0.0,1.8,5.3,-3.1,.
CN(C)S(=O)(=O)N1CCN(S(=O)(=O)N(C)C)CC1,114.5,2.2,0.0,77.5,0.0,-1.2,-5.9,-2.9,85.6
O=C(NCCN1C(=O)C2C3C=CC(C3)C2C1=O)N1CCCCC1 (stereo not given),116.6,3.2,3.6,100.0,1.0,-2.1,1.0,26.5,100.0
Nc1nc2nc(-c3ccccc3)cc(C(F)(F)F)c2s1,116.1,2.5,0.9,98.8,0.0,4.9,-1.9,11.2,100.8
COC(=O)[C@@H](c1ccccc1)N(C)S(=O)(=O)c1cccc(S(=O)(=O)N(C)[C@@H](C(=O)OC)c2ccccc2)c1,93.5,-1.8,1.6,87.6,6.0,-1.4,-1.1,-4.5,83.0
O=C(Nc1ccccc1N1CCOCC1)C1CCCO1 (stereo not given),100.0,1.0,.,102.9,2.0,.,.,11.6,103.3
CC(C)NCC(=O)Nc1c2c(nc3ccccc13)CCC2,86.6,-3.1,-0.6,95.5,0.0,1.0,-3.5,-5.9,93.9
C=CCC[C@@H](Cc1ccc(F)cc1)C(=O)OC[C@@H](Cc1c[nH]c2ccccc12)NC(=O)[C@H](CC=C)CC(=O)N(CCO)Cc1ccccc1,114.9,6.3,.,112.1,3.0,.,.,7.8,108.1
COc1ccc(OC)c(C(O)c2coc3ccc(O)c(CN4CCOCC4)c23)c1 (stereo not given),89.3,3.5,-0.2,111.1,1.0,2.5,3.9,2.4,114.8
CC1=CC(C)C(C(=O)O)C(C(=O)O)C1 (stereo not given),109.4,2.9,1.5,108.4,4.0,-2.9,-4.0,9.2,94.5
CCOC(=O)c1c(NC(=O)CSc2nc3ccccc3[nH]2)sc2c1CC(C)(C)NC2(C)C,101.3,-1.6,4.6,103.4,0.0,-0.2,-5.5,2.1,94.4
CC12CC3CC(C)(C1)CC(C(=O)NC1=NCCS1)(C3)C2,117.0,9.9,1.1,85.5,0.0,10.8,9.8,2.3,92.6
CN(C)S(=O)(=O)c1cccc(NC(=O)COC(=O)CNC(=O)c2ccccc2F)c1,92.5,0.8,1.9,90.9,1.0,3.6,8.4,8.4,101.0
COC(=O)c1scc(S(C)(=O)=O)c1-n1cccc1,100.2,1.5,2.8,101.9,0.0,0.5,3.3,-5.2,96.0
CC1(C)CC(NS(=O)(=O)c2ccccc2)CC(C)(C)N1,111.8,8.8,-1.8,96.3,0.0,4.0,1.0,3.2,97.4

# A draw from above in order of count of non-hydrogen atoms, high to low:
SMILES,Yeast superoxide,GLD-1 TGE inh,MEX-5 binding,AGP1-GFP MLPCN,GRK2 inh,Bcl-xL primary,MCL1-BIM inh,VLA-4 inh,CIT2-GFP yeast
COC(=O)[C@@H](c1ccccc1)N(C)S(=O)(=O)c1cccc(S(=O)(=O)N(C)[C@@H](C(=O)OC)c2ccccc2)c1,93.5,-1.8,1.6,87.6,6.0,-1.4,-1.1,-4.5,83.0
CC12CC3CC(C)(C1)CC(C(=O)NC1=NCCS1)(C3)C2,117.0,9.9,1.1,85.5,0.0,10.8,9.8,2.3,92.6
CCn1c(C(C)NC(=O)c2cccs2)n[nH]c1=S (stereo not given),96.8,7.8,0.5,104.4,3.0,-5.5,-0.9,11.1,108.4

# Next structures:
SMILES,Yeast superoxide,GLD-1 TGE inh,MEX-5 binding,AGP1-GFP MLPCN,GRK2 inh,Bcl-xL primary,MCL1-BIM inh,VLA-4 inh,CIT2-GFP yeast
Cc1noc(/C=C/N(C)C)c1S(=O)(=O)N(C)Cc1ccc(F)cc1,88.3,-7.9,0.7,92.9,0.0,-15.7,-31.2,15.5,90.4
COc1ccccc1CNC(=O)C1CCCN(S(=O)(=O)c2cnc[nH]2)C1 (stereo not given),149.0,-9.1,.,103.8,0.0,1.4,-1.6,-37.5,98.0
Cc1nn(-c2ccccc2)c(C)c1N,115.8,4.8,2.9,104.0,0.0,4.9,9.0,-0.7,96.5
COc1ccc(C(=O)Nc2ccc(S(=O)(=O)N3CCN(C)CC3)cc2)cc1[N+](=O)[O-],99.5,3.3,-0.7,113.9,0.0,5.3,6.4,12.8,113.4
Cc1noc(C)c1S(=O)(=O)N(CC(=O)NCc1ccc(F)cc1)c1ccc(C(C)C)cc1,102.5,-1.7,-1.3,101.9,5.0,7.8,1.2,23.5,107.4
CCCn1c(N)c(N(CCOC)C(=O)c2ccc(-c3ccccc3)cc2)c(=O)[nH]c1=O,104.9,-1.2,.,101.0,0.0,1.4,14.9,4.7,91.2
COc1cccc(CNC(=O)C2CCCN(c3cnccn3)C2)c1 (stereo not given),107.6,2.5,-0.5,102.7,1.0,-0.9,0.4,3.8,103.5
Cn1c(C(=O)NCc2ccc3c(c2)OCO3)cc2sccc21,79.3,-11.7,1.7,96.4,0.0,-1.3,7.9,-2.7,.
CN(C)Cc1ccccc1Sc1ccccc1Br,91.9,3.0,1.8,110.0,16.0,4.5,9.3,8.7,109.7
NC(N)=NS(=O)(=O)c1ccc(NC(=S)Nc2ccc(F)cc2)cc1,96.9,3.6,0.5,65.5,0.0,6.2,12.2,0.8,76.9
Cn1nnnc1SCC(=O)Nc1cccc(S(=O)(=O)N2CCCC2)c1,97.7,-0.5,0.0,101.6,1.0,-4.2,-7.5,6.0,87.7
Cc1ccc(C)c(CN2C(=O)CSc3ccc(C(=O)NCC(C)CN4CCC(C)CC4)cc32)c1 (stereo not given),111.3,0.6,0.3,99.3,0.0,5.2,3.0,4.5,96.3
CC(C)CCN(C)C1CCN(S(=O)(=O)c2ccc(F)cc2)CC1,101.3,10.3,0.8,101.8,0.0,8.3,5.4,25.4,102.0
C=CCN1C(=O)N(c2ccccc2)C(=O)C1CC(=O)Nc1ccc(OC)cc1 (stereo not given),100.9,-2.7,0.9,99.2,0.0,3.1,0.8,11.9,106.4
COc1ccc(/C=C/c2c([N+](=O)[O-])c(=O)n(C)c(=O)n2C)c(OC)c1OC,107.2,-5.5,-1.8,105.8,4.0,3.6,1.9,-9.4,102.7
Cn1c(NCc2ccc(Cl)cc2)nc2ccccc21,85.7,-3.8,4.2,100.0,2.0,2.7,-3.2,6.7,94.1
COC(=O)C1C2C=CC3(CN(C4CCCC4)C(=O)C13)O2 (stereo not given),114.5,-4.4,1.6,97.7,0.0,0.9,3.9,-0.1,.
COc1cc2c(cc1OC)C(C)N(C(=O)c1nccnc1C(=O)O)CC2 (stereo not given),113.6,1.2,-2.4,100.3,0.0,0.5,-1.7,7.2,83.7
CCOC(=O)C1=C(C)N2C(=C(C#N)[C@@H]1c1ccc(C(=O)OC)cc1)SC[C@@]2(O)C(C)(C)C,100.9,5.9,-2.2,103.5,5.0,2.5,1.4,8.0,99.6
COC(=O)c1ccc2c(=O)n(NC(=O)C(c3ccccc3)c3ccccc3)c(=S)[nH]c2c1,124.9,1.2,2.4,95.7,1.0,6.2,13.1,9.3,92.8
CCOC(=O)N1CCC(c2cc(=O)n3[nH]c(-c4ccccc4)cc3n2)CC1,96.3,3.8,1.1,105.8,3.0,-2.6,1.6,2.7,105.0
Cc1cc(C)nc(SCC(=O)Nc2ccc(N3CCOCC3)c(Cl)c2)n1,85.2,3.1,.,83.5,3.0,1.8,2.7,-9.3,85.5
O=C1CCN(C(=O)/C=C/c2ccccc2)c2ccccc21,98.2,-5.1,1.0,95.4,1.0,-7.8,-8.5,-5.7,85.8
COc1cc(OC)cc(C(=O)NCc2cc(C)nc3ccccc23)c1,115.0,2.8,-2.5,100.3,0.0,3.3,4.6,3.7,100.0
O=C(NCCCN1CCCC1=O)c1ccc(CNS(=O)(=O)c2ccc(F)cc2)cc1,100.6,-3.2,0.4,106.5,1.0,6.6,1.9,3.6,107.8
Cc1cc(C)n2ncnc2n1,96.7,0.4,-0.9,116.6,0.0,6.5,-0.1,17.4,112.2
N=C(CC1CC(=O)NC(=O)C1)C1=C(O)CCCC1=O,97.1,-0.8,-0.8,105.6,8.0,1.9,2.2,-3.3,98.9
Cc1cc(C)n(C(=O)CNC(=O)C(c2ccccc2)c2ccccc2)n1,80.2,4.0,1.6,102.2,0.0,-0.6,-3.5,8.4,104.8
CC(/C=N/N1CCN(Cc2ccccc2)CC1)=C\c1ccccc1,91.9,-5.6,3.4,105.5,1.0,5.7,-2.9,1.4,104.3
CC1CC(C)CN(CCOc2ccccc2-c2ccccc2)C1 (stereo not given),102.4,9.5,-0.1,98.1,0.0,-2.5,4.5,11.4,97.9
CC(=O)C(Cc1cccc(F)c1)(Cc1cccc(F)c1)C(C)=O,111.0,-1.0,0.7,95.6,0.0,4.6,-4.7,21.8,92.5
COc1cccc(OCCNC(=O)c2ccccc2Sc2ccccc2C#N)c1,92.6,2.7,0.0,95.5,0.0,-0.4,4.6,-5.1,98.9
CCOC(=O)C1CCCN(C(=O)c2ccc3c(c2)OCO3)C1 (stereo not given),84.5,-1.0,3.0,97.9,3.0,2.2,-3.6,4.5,98.4
COc1ccccc1CCCNC(=O)C1CCC(=O)N(CCN2CCOCC2)C1 (stereo not given),99.6,0.9,2.5,106.6,0.0,0.9,8.2,7.1,94.1
Cc1cccc(NC(=O)NCc2ccc3c(c2)cc(C)n3C)c1,92.1,16.2,-0.3,100.8,31.0,7.8,7.4,-7.9,99.1
CCOC(=O)C1CC(c2ccccc2)=NNC1=O (stereo not given),100.2,1.4,0.3,101.5,4.0,5.7,0.9,-8.6,100.1
O=C(Cc1ccccc1)NCc1ccncc1,57.5*,3.7,-0.5,96.1,2.0,4.5,-2.4,-6.6,100.4
CC(NC(=O)c1ccccc1Cl)c1ccc(-n2ccnc2)cc1 (stereo not given),94.0,0.8,2.0,108.6,1.0,1.9,5.0,-0.1,107.1
